Assay outcomes from PubChem BioAssay.
miR122 inh: miR-122 Renilla sensor signal increase in Huh7, primary screen, miR-122 inhibitor project, cell-based, single point, plate reader; Huh7 miR-122 Renilla luciferase sensor, 48 h; neutral wells = 0, positive control = 100; activation (reporter increase), % at 12.5 µM; 340,000 tested, 0.3% active;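 active = mean replicate activation score at least 90 and every replicate individually at or above 90; inconclusive = only one of the two criteria met; inactive = neither criterion met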;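 note: higher luciferase means less miR-122 activity so hits act as miR-122 inhibitors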
PglD DTNB: C. jejuni PglD acetyltransferase inhibitors, primary screen, biochemical, DTNB colorimetric, single point; purified PglD enzyme, DTNB colorimetric CoA detection; inhibition, % at 12.5 µM; UDP-N-acetylbacillosamine N-acetyltransferase PglD (Campylobacter jejuni); 360,000 tested, 0.098% active; in the data active = inhibition above about 16%, passing the limit was not always enough; inconclusive = no clear call, values can overlap the other calls; note: strong numbers were not always called active
FN deposition inh: inhibitors of fibronectin matrix deposition, primary screen, AH1F cells, Alexa488-fibronectin fluorescence, plate reader; AH1F fibroblasts, overnight; inhibition, % at 12.6 µM; 350,000 tested, 0.086% active; AID 743247, 2014;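 active = mean inhibition across replicates of 30% or more, regardless of how many single replicates reach that level; inconclusive = mean under 30% yet at least half of replicates reach 30%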;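 note: positive control wells lacked labelled fibronectin entirely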
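Test system: AH1F fibroblast monolayer depositing Alexa488-labelled fibronectin into matrix. Input: 10000 cells per well. Technique: fluorescence, ex 485 nm, em 525 nm. Buffer or medium: DMEM plus 2% serum, read in PBS. Timing: 1 h cell adhesion before compound, then overnight fibronectin incubation. Compound: single dose, pinned. Read-out basis: inhibition from reduced deposited-fibronectin fluorescence.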
PGC1a acetyl inh: inhibitors of PGC1a acetylation signal, primary screen, cell-based, U2OS, AlphaScreen, inhibitor mode. AID 651687, 2012. 350,000 tested, 0.17% active. AlphaScreen anti-acetyl-lysine; with virally co-expressed GCN5 acetyltransferase. inhibition, % at 15.6 µM;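 active = every replicate shows inhibition of at least 40%; inconclusive = mean inhibition at least 40% but some replicate below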;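 note: 0% = neutral control wells and 100% = positive control wells; some results beyond the cut were filed as inactive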
Statin myotox sup: suppressors of statin myotoxicity in C2C12 myotubes, primary screen, cell-based, single point, plate reader. C2C12 myotubes + simvastatin, ATP luminescence, 48 h; scaled: DMSO 0, geranylgeraniol control 100. rescue of ATP level, % at 7.49 µM. 330,000 tested, 0.78% active;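 active = mean ATP rescue above about 67%, or every replicate alone reaching that limit, limit read from the data, passing the limit was not always enough; inconclusive = no clear call, values can overlap the other calls; inactive = mean under the limit and some replicate under it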;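 note: myotubes were challenged with 10 µM simvastatin during compound exposure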
Cneo AK release: Cryptococcus neoformans cell lysis inducers, primary screen, AK release luminescence, single concentration. C. neoformans lysis, adenylate kinase release luminescence, 4 h; normalised: neutral wells 0, clomiphene wells 100. 360,000 tested, 0.2% active. lysis activity, % at 15 µM;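 active = mean lysis activity across replicates of at least 80%, whatever share of replicates individually reach that level; inactive = mean lysis activity below 80%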
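Test system: log-phase Cryptococcus neoformans yeast cells; Quantity: yeast cell density of 5 × 10^6 cells/mL; Buffer or medium: YPD; Doses: single compound concentration per well; Timing: 4 h at 37 °C static, read 1 h later; Measured by: AK luminescence; Read-out basis: lysis from increased AK signal; Control set: Clomiphene as positive control.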
F508del corr: F508del CFTR correction, initial screen, CFBE line, single point; CFBE cells, YFP halide quenching; stimulated with forskolin plus potentiator P3; % fluorescence drop versus neutral controls; activity (quench increase), % at 7.58 µM; 350,000 tested, 0.36% active;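 active = mean added fluorescence quench of at least 8% versus neutral control, with both replicates also reaching 8%; inconclusive = only one of the mean or replicate conditions met; inactive = mean below 8% and not both replicates reaching 8%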;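 note: cells transiently co-express mutant CFTR-F508del with the halide-sensitive YFP; corrector assay measuring rescue of mutant channel to the surface after 24 h compound exposure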
GSIS activator: GLuc luminescence reporter in INS-1E cells, primary screen for activators of glucose-dependent secretion of insulin; INS-1E GLuc reporter insulin secretion, 2-3 h; activation, % at 16.6 µM; 370,000 tested, 0.61% active; AID 743287, 2014;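 active = lowest replicate activation of at least 40%, so every replicate reaches that level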;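 note: 0% = median of neutral control wells and 100% = median of IBMX positive control wells; some compounds called inactive have numbers as strong as hits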
An asterisk follows results filed as active; ? = inconclusive; . = no result given; & = joins results of further samples; [ ] = another dose, or the depositor's remark.

SMILES	miR122 inh	PglD DTNB	FN deposition inh	PGC1a acetyl inh	Statin myotox sup	Cneo AK release	F508del corr	GSIS activator
C[C@H](CO)N1C[C@H](C)[C@@H](CN(C)Cc2ccncc2)Oc2c(NC(=O)C3CC3)cccc2C1=O	4[16.7 µM]	-1&4	5	3	-10&18	-5&0	0.7&2.7	19&-3
Cc1cccc(C)c1NC(=O)CCCSc1nnc(-c2ccco2)o1	1	7	6	.	.	-1	.	.
COc1ccc(NC(=S)NCCCN2CCCC2)cc1Cl	-3	0	-6	19	.	0	-2.1	4
Cc1c(/C=N/NC(=O)c2ccc(O)cc2)c2ccccn2c1C(=O)c1ccc(F)cc1	-3	.	4	.	6	.	.	12
CCOC(=O)c1c(-c2ccccc2Cl)cn2ccccc12	6	-4	6	.	2	-2	.	.
N/N=C1\CCCc2nonc21	.	.	5	3	.	.	-1.9	-4
O=C(NC1CCCCC1)N1CCCC(c2nc(-c3cccs3)no2)C1 (stereo unspecified)	-22	-3	5	-9	.	2	.	.
COc1ccccc1CNc1nc(S(=O)(=O)c2ccccc2)c(Cl)s1	8	1	2	-1	.	3	.	-3
CCN(C[C@H]1N[C@@H](CO)[C@@H]1c1ccc(-c2cccc(C#N)c2)cc1)C(=O)COC	0[16.7 µM]	18	-9	-5	-46	3	-3.2	-3
CC1CCCC(C)N1CCCNC(=O)Cn1c(=O)c2cccn2c2cccnc21 (stereo unspecified)	-5	0	1	-10	5	11	-3.0	33
COCCC1CCCCN1Cc1cn(-c2ccccc2)nc1-c1ccc2c(c1)OCO2 (stereo unspecified)	.	.	-13	-12	.	.	0.6	-2
O=C(c1ccccc1)c1ccc(OC(=O)C2CCCCC2)cc1	0	6	-1	0	34	1	.	.
O=C(CCN1CCCCC1)N[C@@H]1CC[C@@H](CC(=O)N2CCC(Cc3ccccc3)CC2)O[C@H]1CO	-2[16.7 µM]	13	1	-7	7	0	3.7	-4
C[C@@H]1CN([C@H](C)CO)C(=O)c2cccc(NC(=O)c3ccc(-c4nccs4)cc3)c2O[C@H]1CN(C)Cc1ccc(C(F)(F)F)cc1	15[16.7 µM]	6	.	1	3	-1	-7.2	-8
Cc1noc(C)c1S(=O)(=O)Nc1ccc2c(c1)CC(=O)N([C@@H](C)CO)C[C@@H](C)[C@@H](CN(C)Cc1ccc3c(c1)OCO3)O2	-9[16.7 µM]	2	.	5	-19	-2	-1.6	9
COc1ccc(Cl)cc1NC(=O)C/C(C)=N/NC(=O)CCc1ccccc1	6	-6	-4	.	6	5	4.8	-22
CCOc1ccc(-c2cc(C(=O)NC3CCCCC3)[nH]n2)c(C)c1	1	-3	-4	5	-21	2	3.0	15
Cc1cc(C)cc(NC(=O)C2(c3ccccc3)CC2(Cl)Cl)c1 (stereo unspecified)	10	3	5	-35	36	0	.	.
Cc1ccc(S(=O)(=O)CC(N)=O)cc1	-7	-5	.	-11	-33	-3	0.2	4
N#Cc1ccccc1N1CCN(C(=O)c2ccc(NC(=O)c3ccc(Br)o3)cc2)CC1	10	-1	.	3	2	2	.	.
Clc1ccc(CSc2cnnc3ccccc23)cc1Cl	-2	2	-2	-3	-8	0	2.8	.
O=C(Nc1ccc(O)c(C(=O)O)c1)c1ccc2c(c1)C(=O)N(CC1CCCO1)C2=O (stereo unspecified)	-1	1	.	-5	-11	-3	.	.
CN(CC(=O)Nc1ccccc1Cl)C(=O)COC(=O)c1nc(Cl)c(Cl)c(Cl)c1Cl	1	0	3	-42	.	2	-3.7	0
Cc1ccc(S(=O)(=O)N(C)C[C@H]2Oc3c(NC(=O)Nc4cccc5ccccc45)cccc3C(=O)N([C@@H](C)CO)C[C@@H]2C)cc1	-13[16.7 µM]	3&2	13&5	-15&25	45&4	-1&-1	4.1&-0.3	5&1
CCOC(=O)N1CCN(c2c(NCCc3ccc(OCC)c(OCC)c3)c(=O)c2=O)CC1	-4	3	.	-6	19	-3	0.9	3
CCOc1ccc(-c2nn[nH]n2)cc1OCC	0	-5	1	-3	-15	3	.	.
C#CCSc1nc(-c2ccccc2)cc(C(F)(F)F)c1C#N	1	-2	-3	-7	.	0	.	.
CCCCOc1ccc(C(=O)N(C)CC(=O)Nc2ccc(C)cc2)cc1	4	4	7	-8	-2	2	0.5	10
O=C(c1cc([N+](=O)[O-])ccc1Cl)N1c2ccccc2Sc2ccccc21	-1	-2	-4	-5	-4	7	0.4	19
CCOC(=O)c1cc(-c2ccccc2)sc1NC(=S)Nc1cc(C)ccn1	-1	-4	.	-2	-16	1	.	.
COC(=O)c1sc(S(=O)(=O)N2CCC(C)CC2)c(C(=O)OC)c1C	77	0	1	-15	-1	-2	.	.
CN(C)CCSc1nc(-c2ccccc2)nc2c1CCCC2	-4	-7	3	-2	.	2	.	9
COc1ccc(CN(C)C(=O)c2cccc(C(=O)N(C)Cc3ccc(OC)cc3)c2)cc1	0	-1	2	-5	-4	1	-2.0	-34
Cc1ccc(NC(=O)Cn2nnc(C(=O)NCCc3ccccc3)c2N)cc1Cl	-7	-3	-9	-1	-5	0	-0.1	1
COc1ccc(N2C(=NC(=O)C3CCCCC3)SC3CS(=O)(=O)CC32)cc1Cl (stereo unspecified)	1	-3	-12	17	2	-1	3.2	3
CNC[C@@H]1OCc2cnnn2CCCC(=O)N([C@H](C)CO)C[C@@H]1C	-1[16.7 µM]	.	1	8	-9	.	1.3	5
CCCN(C)C[C@H]1Oc2cc(C#CC3CCCC3)ccc2S(=O)(=O)N([C@@H](C)CO)C[C@H]1C	17[16.7 µM]	1	14	-37	-26	10	4.2	-10
CCC(=O)N[C@@H]1CC[C@H](CCn2cc(-c3cccc(OC)c3)nn2)O[C@H]1CO	.	-2	.	-1	2	0	-3.1	3
CC(CNC(=O)c1cc(Cl)ccc1[N+](=O)[O-])NC(=O)c1cc(Cl)ccc1[N+](=O)[O-] (stereo unspecified)	0	-3	3	-15	-6	0	.	.
Cc1ccc(OCCN(C)C(=O)CC2C(=O)NCCN2CC(C)(C)C)cc1 (stereo unspecified)	-4	-1	-5	-14	2	0	-1.1	-9
COc1ccc(NC(=O)c2c(C)oc3c2CCCC3)cc1	-5	1	.	0	3	8	0.0	-5
Cc1cc2nc3s/c(=C/c4ccc(-c5ccccc5C(=O)O)o4)c(=O)n3c2cc1C	.	5	1	.	-3	1	3.8	4
Cc1ccc(/C=N/n2c(C)nnc2C)cc1	-5	0	.	10	-2	-2	.	.
CCCC(=O)Nc1ccc2c(c1)OC[C@@H](C)N(C(C)=O)C[C@H](C)[C@@H](OC)CN(C)C2=O	1[16.7 µM]	12	8	.	-8	8	.	13
CCOC(=O)/C=C/C(=O)OCC(=O)Nc1cccc(Cl)c1Cl	-6	1	5	-16	-1	1	1.1	-10
Cc1ccc(NC(=O)CSc2nc3ccccc3c3nc(CCc4c(C)n[nH]c4C)nn23)cc1F	-14	-11	8	0	-1	-3	.	.
Cc1cccc2cc(C(c3nnnn3C3CCCC3)N3CCOCC3)c(=O)[nH]c12 (stereo unspecified)	-4	8	.	3	-11	-1	.	.
COCCNc1nc(NCCCN2CCCC2=O)c2sccc2n1	-2	3	-2	.	0	-1	-2.3	9
O=C(C[C@H]1CC[C@@H](NC(=O)C2CCC2)[C@@H](CO)O1)Nc1nccs1	.	0	.	-2	8	19	0.6	-6
COc1cc(/C=N/NC(=O)COc2ccc(Cl)cc2)ccc1OS(=O)(=O)c1ccc(C)cc1	2	2	-1	-18	5	-3	.	.
C1CCN2C[C@@H]3C[C@@H](CN4CCCC[C@@H]34)[C@H]2C1	-1	0	1	0	6	0	6.7	27
Cc1ccc(S(=O)(=O)Nc2ccc3c(c2)CC(=O)N([C@@H](C)CO)C[C@H](C)[C@H](CN(C)Cc2ccc(Cl)c(Cl)c2)O3)cc1	1[16.7 µM]	-2	-13	-4	12	0	7.6	-6
CCOC(=O)CNC(=O)N1CCCC(CCC(=O)NCc2ccc(F)c(F)c2)C1 (stereo unspecified)	-6	4	5	-2	6	0	.	10
COc1ccccc1NC(=S)NCCc1ccc(OC)c(OC)c1	.	6	7	4	-6	1	-5.8	0
C[C@@H]1CN([C@H](C)CO)S(=O)(=O)c2ccc(-c3ccncc3)cc2O[C@@H]1CN(C)S(=O)(=O)c1ccccc1F	-1[16.7 µM]	5	14	2	4	-21	0.7	-4
Cc1ccc2c(c1)S/C(=C/c1ccc[n+](C)c1)N2CCO	.	.	18	-3	.	.	0.4	-48
COCC#Cc1cnc2c(c1)C(=O)N([C@H](C)CO)C[C@H](C)[C@@H](CN(C)C(=O)Nc1ccc(OC)cc1)O2	-3[16.7 µM]	1	.	4	8	-1	-2.5	2
Cc1ccc(N2CC(C(=O)N3CCC4(CC3)CC(=O)c3ccccc3O4)CC2=O)cc1 (stereo unspecified)	-4	4	0	.	5	3	1.5	-1
CN(C)S(=O)(=O)Nc1ccc(Cc2ccncc2)cc1	-2	1	-21	-13	-4	1	0.6	.
NC(=O)CSc1nc2sc(-c3ccccc3)cc2c(=O)n1N	-19	-2	.	-36	21	-1	.	.

(listing goes on)
SMILES	miR122 inh	PglD DTNB	FN deposition inh	PGC1a acetyl inh	Statin myotox sup	Cneo AK release	F508del corr	GSIS activator
CCCc1nnc(SCC(=O)N2CCOCC2)n1C	3	3	-16	-2	-3	-1	.	.
COc1ccc2c(c1)C(NS(=O)(=O)OCC(Cl)(Cl)Cl)CCC2 (stereo unspecified)	.	-5	-2	.	-17	0	-2.6	-14
Cn1nccc1C(=O)NC1CCN(Cc2ccccc2)CC1	-2	-3	2	-2	.	-1	0.6	2
C/C=C/c1ccc2c(c1)O[C@@H](CN(C)C(=O)NC(C)C)[C@H](C)CN([C@H](C)CO)S2(=O)=O	-6[16.7 µM]	2	-6	?	7	-3	-1.0	2
Cc1ccn(C(=O)c2ccc(NC(=O)CC(C)C)cc2)n1	-7	.	-1	-8	0	.	.	4
O=S(=O)(N[C@H]1CC[C@H](CCn2cc(-c3ccccn3)nn2)O[C@H]1CO)c1cccc(F)c1	.	0	1	-4	-15	-3	-1.4	-9
O=C(N/N=C/c1cccnc1)c1ccc(S(=O)(=O)N2CCCCCC2)cc1	-10	2	6	-1	.	-1	-0.9	0

As entered above:
Entry for C#CCSc1nc(-c2ccccc2)cc(C(F)(F)F)c1C#N under PGC1a acetyl inh: -7
Entry for Cc1ccc(/C=N/n2c(C)nnc2C)cc1 under Statin myotox sup: -2
